# Assay outcomes: PubChem BioAssay, Sanford-Burnham Center for Chemical Genomics
# HKDC1 inhibitor: HKDC1 (human) hexokinase inhibition | inhibition, % at 20 µM | hit rate 0.16% among 340,000 | recombinant HKDC1, G6PDH/diaphorase resazurin coupled fluorescence | Q2TB90;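 active means inhibition above about 35% when tested at 20 µM, limit read from the data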;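 further: plate controls were DMSO wells with enzyme for no effect and DMSO wells lacking enzyme for full effect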
#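 Assay system – recombinant HKDC1 (HK5) hexokinase enzyme, produced in-house · Input – HKDC1 at 5 µg/mL · Reagent – glucose plus 1 mM ATP as hexokinase substrates · Timing – 90 min reaction incubation at room temperature, dark · Measured by – G6PDH/diaphorase-coupled fluorescence, 1 mM NADP, 100 µM resazurin, 525/613 nm · Benchmarks – DMSO-enzyme wells negative, buffer-substituted wells positive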
# A3A deaminase: blocks human APOBEC3A ssDNA deamination; P31941; recombinant A3A, FAM/TAMRA ssDNA deamination fluorescence; AID 493011; hit rate 0.41% among 330,000; inhibition, % at 20 µM;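 active means at least 40% inhibition at 20 µM here, with at most 30% in a related deaminase screen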;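 further: plate controls were A3A with DMSO for no effect and wells lacking A3A enzyme for full effect; some results filed as inactive read as strong as hits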
# Target sequence (P31941 whole entry, looked up): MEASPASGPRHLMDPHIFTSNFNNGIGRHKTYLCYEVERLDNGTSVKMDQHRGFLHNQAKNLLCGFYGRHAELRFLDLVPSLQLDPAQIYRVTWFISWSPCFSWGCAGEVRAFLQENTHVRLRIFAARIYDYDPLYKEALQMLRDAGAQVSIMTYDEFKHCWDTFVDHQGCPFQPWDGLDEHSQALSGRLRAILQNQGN
# ATG4B inh: blocks human ATG4B protease cleavage of LC3 substrate | Q9Y4P1 | AID 504462 | inhibition, % at 8.33 µM | ATG4B cleavage of LC3-PLA2, NBD-HPC fluorescence, 1 h | hit rate 0.51% among 340,000; in the data active means inhibition above about 40%
# Target sequence (Q9Y4P1 whole entry, looked up): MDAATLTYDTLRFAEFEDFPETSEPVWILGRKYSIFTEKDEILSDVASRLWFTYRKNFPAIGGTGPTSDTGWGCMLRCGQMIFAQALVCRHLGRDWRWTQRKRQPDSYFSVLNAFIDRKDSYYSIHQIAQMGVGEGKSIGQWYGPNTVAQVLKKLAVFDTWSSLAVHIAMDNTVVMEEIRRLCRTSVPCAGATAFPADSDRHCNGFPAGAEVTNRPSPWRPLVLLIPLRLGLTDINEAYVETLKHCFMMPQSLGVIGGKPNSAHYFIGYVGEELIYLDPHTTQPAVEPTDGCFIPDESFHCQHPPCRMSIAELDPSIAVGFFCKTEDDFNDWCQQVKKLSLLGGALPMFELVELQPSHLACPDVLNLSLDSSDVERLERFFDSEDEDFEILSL
# mIAP act: mouse IAP activation; muIAP, CDP-Star luminescence, 30 min; active compounds read high; 1 = vehicle-only enzyme signal, 0 = enzyme-free wells; activation factor at 10 µM; hit rate 0.24% among 330,000;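 active means activation factor of at least 2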; further: the source names both 10 and 20 µM as test concentration; values of inactives mirror those of a sister screen read the other way
#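 also added = chemiluminescent substrate CDP-Star | test system = mouse IAP enzyme | signal = chemiluminescence readout | compound = DMSO-dissolved test compounds | incubation = 30 min at room temperature | benchmarks = DMSO wells, no-enzyme wells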
# hIAP act: human IAP activation | purified human IAP, CDP-Star luminescence, 30 min; active compounds read high; 1 = vehicle-only enzyme, 0 = enzyme-free background | activation factor at 10 µM | hit rate 0.16% among 330,000;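 active means activation factor of the enzyme at least 2-fold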; further: the source names both 10 and 20 µM as test concentration; values of inactives mirror those of a sister screen read the other way
# hIAP block: blocks human intestinal alkaline phosphatase; P09923; purified IAP, CDP-Star luminescence, 30 min; inhibition, % at 10 µM; hit rate 0.12% among 330,000; AID 2544;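 active means inhibition reaching a set limit with compound at 10 µM in the primary screen, cut at about 35% in these data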;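 further: plate controls were DMSO wells with enzyme for no effect and no-enzyme buffer wells for full effect; values of inactives mirror those of a sister screen read the other way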
# PfG6PD inh: PfG6PD (Plasmodium falciparum) enzyme inhibition; PfGluPho enzyme, NADPH resazurin-diaphorase fluorescence; inhibition, % at 20 µM; hit rate 0.78% among 350,000; AID 504690;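 active means inhibition reaching at least a set limit at 20 µM in the primary screen, cut at about 59% in these data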;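 further: 0% = DMSO wells with substrate and 100% = DMSO wells lacking glucose-6-phosphate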
# mIAP block: blocks mouse intestinal alkaline phosphatase; purified mouse IAP, CDP-Star luminescence, 30 min; inhibition, % at 10 µM; hit rate 0.2% among 330,000; AID 2806;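 active means inhibition of at least 40% at 10 µM in the primary screen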;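 further: plate controls were DMSO with enzyme for no effect and no enzyme wells for full effect; values of inactives mirror those of a sister screen read the other way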
# The depositor's hits bear a star.
structure | HKDC1 inhibitor | A3A deaminase | ATG4B inh | mIAP act | hIAP act | hIAP block | PfG6PD inh | mIAP block
Cc1nc2ccccc2c2oc(C(=O)NCCN3CCN(C)CC3)cc12 | -6 | 3 | -6 | 1.2 | 1.3 | -26 | -2 | -20
O=C(COC(=O)CCCN=C1NS(=O)(=O)c2ccccc21)NNC(=O)c1ccccc1 | -7 | 7 | 0 | 0.93 | 1 | -4 | 1 | 7
CCC(C)c1ccccc1N=Cc1ccc2c(c1)OCO2 (stereo not given) | 0 | -2 | -2 | 0.97 | 0.77 | 23 | 9 | 3
O=C(c1ccco1)N(c1ccccn1)c1ccccn1 | 5 | 1 | 0 | 1.1 | 1 | -2 | 8 | -10
COc1ccc(Cn2nnnc2C(c2cc3cc(C)ccc3[nH]c2=O)N2CCOCC2)cc1 (stereo not given) | 0 | 0 | -2 | 0.76 | 1.1 | -5 | -7 | 24
Nc1nc(N)nc(Cc2ccccc2O)n1 | -2 | -4 | -15 | 1.1 | 1 | -2 | 8 | -6
c1ccc(-c2nc3cnccn3c2Nc2ccc3c(c2)OCCO3)cc1 | 6 | 1 | 11 | 1 | 0.96 | 4 | -7 | -3
COc1ccc(CNC(=O)C(c2ccco2)N(C(=O)c2csnn2)c2cccc(C)c2C)cc1 (stereo not given) | -7 | -20 | 6 | 1 | 1 | -1 | -4 | -1
COc1ccc(-n2c(SCC(=O)N3CCC(C(=O)O)CC3)nc3ccccc3c2=O)cc1OC | -1 | 2 | -9 | 1.1 | 1.1 | -11 | -4 | -8
Cc1ccc(S(=O)(=O)N2CCCC2C(=O)O)s1 (stereo not given) | 1 | 5 | 1 | 1.1 | 1 | -1 | -19 | -5
O/N=C/c1cn(-c2ccc(Cl)cc2)nn1 | -6 | -3 | 2 | 1.1 | 1.2 | -19 | 5 | -6
CN(CC#CC(O)(c1ccccc1)c1ccccc1)C(C)(C)C | -4 | -3 | -2 | 0.99 | 1.1 | -15 | 4 | 1

# Some of these compounds in order of heavy-atom count, falling:
structure | HKDC1 inhibitor | A3A deaminase | ATG4B inh | mIAP act | hIAP act | hIAP block | PfG6PD inh | mIAP block
c1ccc(-c2nc3cnccn3c2Nc2ccc3c(c2)OCCO3)cc1 | 6 | 1 | 11 | 1 | 0.96 | 4 | -7 | -3
CN(CC#CC(O)(c1ccccc1)c1ccccc1)C(C)(C)C | -4 | -3 | -2 | 0.99 | 1.1 | -15 | 4 | 1
CCC(C)c1ccccc1N=Cc1ccc2c(c1)OCO2 (stereo not given) | 0 | -2 | -2 | 0.97 | 0.77 | 23 | 9 | 3
Nc1nc(N)nc(Cc2ccccc2O)n1 | -2 | -4 | -15 | 1.1 | 1 | -2 | 8 | -6

# (further entries)
structure | HKDC1 inhibitor | A3A deaminase | ATG4B inh | mIAP act | hIAP act | hIAP block | PfG6PD inh | mIAP block
O=C(Cc1n[nH]c(=O)c2ccccc12)OCC(=O)N(Cc1ccccc1)Cc1ccccc1 | 4 | -3 | -6 | 1.1 | 1 | -5 | 1 | -7
COc1ccc(OC)c(CNC(=O)C2CCCN(S(=O)(=O)N3CCC(C)CC3)C2)c1 (stereo not given) | 5 | -2 | 2 | 1 | 1.2 | -23 | -28 | -3
C=CCN1CC(c2nc3ccccc3n2Cc2ccccc2)CC1=O (stereo not given) | -10 | -2 | -9 | 1 | 1 | -2 | 8 | -4
O=c1c2ccccc2nc2n1C(CSCc1ccc(Cl)cc1)CS2 (stereo not given) | 17 | -2 | -2 | 1 | 1.1 | -13 | 49 | 0
Cc1ccc(CN2C(=O)CCC2C(=O)NCc2ccc(F)cc2)cc1 (stereo not given) | -1 | 1 | -6 | 1.1 | 1.1 | -10 | -7 | -9
CCN(CC)CCOC(=O)CCc1cccc2ccccc12 | 0 | 1 | -4 | 1.1 | 0.97 | 3 | 6 | -7
Cc1ccc(OCCNC(=O)C2CCCCC2)cc1 | -12 | 0 | -10 | 1 | 0.97 | 3 | 5 | 0
Cc1ccc(S(=O)(=O)Nc2ccc3cn[nH]c3c2)cc1C | -6 | -2 | -19 | 0.89 | 0.92 | 8 | 10 | 11
O=C(O)c1ccc(N2C(=O)c3cccnc3C2=O)cc1 | -5 | 2 | -3 | 1.1 | 1.1 | -7 | -3 | -10
c1ccc(CC2CCN(C3=Nc4cccc5cccc3c45)CC2)cc1 | 20 | -2 | -27 | 0.92 | 1.1 | -15 | 45 | 8
COCC(C)n1c(SCC(=O)NCCC2=CCCCC2)nc2ccccc2c1=O (stereo not given) | 6 | 0 | -2 | 1 | 0.89 | 11 | -4 | -3
COc1ccc(-c2c(C(C)=O)c(C)nc3sc4c(c23)NC(c2ccccc2)NC4=O)cc1 (stereo not given) | -3 | -1 | 0 | 1 | 1 | 0 | -4 | 0
O=C(COC(=O)c1cccnc1)c1ccc(Cl)c(Cl)c1 | -9 | 0 | -7 | 0.97 | 0.94 | 6 | -32 | 3
CSc1ncc(C(=O)Nc2ccccc2Cl)c(C)n1 | -4 | 1 | -3 | 1 | 1 | -2 | 15 | -2
O=C(CSc1nnc(-c2cccs2)n1Cc1ccccc1)N1CCc2ccccc2C1 | -7 | -3 | 31 | 0.99 | 1.4 | -42 | 10 | 1
Clc1ccccc1Oc1cnc2ccccc2n1 | -4 | 0 | -10 | 0.88 | 1 | -3 | 19 | 12
O=C(Nc1cccc(-c2cccc(F)c2)c1)C1CCN(C2CCC2)CC1 | -7 | -3 | 28 | 3.1* | 2.2* | -116 | 4 | -214
CCCOc1ccc(N/C=C/C(=O)c2ccc(OC)c(OC)c2)cc1 | -2 | -7 | -2 | 1 | 0.98 | 2 | 17 | -5
COc1ccc(OC2CCN(S(=O)(=O)c3ccc(F)cc3)CC2)cc1 | 3 | 2 | -4 | 1.1 | 1 | -1 | -8 | -14
CCNc1nc(NCC)n2c(SCC(=O)c3ccccc3F)nnc2n1 | -9 | 2 | -6 | 0.93 | 1 | -2 | 11 | 7
CCOC(=O)CCNC(C(=O)OCC)c1ccccc1 (stereo not given) | -7 | 1 | -7 | 0.98 | 1.4 | -43 | -7 | 2
O=C(CSc1n[nH]c(=O)[nH]c1=O)c1ccc(Cl)cc1Cl | -3 | -5 | 4 | 0.96 | 1.1 | -11 | 1 | 4
O=C(NNS(=O)(=O)c1ccccc1)Nc1ccc(F)cc1 | 1 | 1 | 9 | 0.97 | 1.3 | -30 | 4 | 3
CCOc1ccc2c(c1)C(C)=CC(C)(C)N2C(=O)Nc1ccccc1 | 4 | -3 | 1 | 0.99 | 1.1 | -8 | 78* | 1
COCCn1c(C)cc(C2=NNC(=Nc3ccc(Cl)cc3Cl)SC2)c1C | -18 | -2 | -4 | 0.92 | 0.91 | 9 | 31 | 8
O=C(Nc1ccc2sccc2c1)c1cccc(N2C(=O)CCC2=O)c1 | -2 | 0 | -9 | 0.93 | 1.2 | -15 | 10 | 7
Cc1ccccc1Nc1nc(N)nc(COC(=O)c2cccc(S(=O)(=O)N(C)c3ccccc3)c2)n1 | -6 | 3 | 4 | 0.88 | 0.82 | 18 | -4 | 12
COC(=O)c1ccc(N2CCCCC2)c(NS(=O)(=O)c2ccc(C)cc2)c1 | -2 | -7 | -12 | 0.95 | 1.1 | -11 | 2 | 5
O=C1N=c2ccccc2=C1c1sc(=S)n(NC(=O)c2ccccc2)c1O | 16 | -1 | 2 | 0.36 | 1.3 | -25 | -18 | 64*
COc1ccc(S(=O)CC(=O)Nc2ccccc2Cl)cc1 (stereo not given) | -1 | -2 | -5 | 0.97 | 0.91 | 9 | 5 | 3
C/C(Cl)=C/Cn1c(SCC(C)C)nc2c1c(=O)[nH]c(=O)n2C | -2 | -2 | -9 | 0.99 | 1.2 | -20 | 4 | 1
COc1ccc(/C=C/C(=O)OCC(=O)NCc2ccco2)c(OC)c1 | -1 | 3 | -2 | 1.1 | 1 | -4 | 3 | -11
O=C(C1=C(O)C(=O)N(Cc2ccco2)C1c1cccs1)c1cccs1 (stereo not given) | -5 | 6 | -1 | 0.78 | 0.93 | 7 | 13 | 22
Cc1ccccc1C(=O)N1CCN(c2ncnc3c2cnn3-c2ccccc2)CC1 | -5 | -1 | -19 | 0.98 | 0.94 | 6 | -15 | 2
CCOC(=O)C1CCN(c2nc3ccccc3n2CC(=O)c2ccccc2)CC1 | -3 | 0 | -2 | 1 | 0.86 | 14 | 4 | -5
COc1ccc(OC)c(CNS(=O)(=O)c2cc(CN3C(=O)c4cccnc4C3=O)ccc2OC)c1 | -1 | 0 | -6 | 0.93 | 1.2 | -19 | 6 | 7
O=C(OCc1ccccn1)C1CCN(C(=O)c2ccc(Cl)cc2)CC1 | -2 | -1 | -3 | 0.99 | 0.9 | 10 | -3 | 1
O=C(COC(=O)/C=C/C(=O)OCC(=O)Nc1ccccc1F)Nc1ccccc1F | -8 | -8 | -2 | 1.1 | 1.2 | -16 | 20 | -10
Cc1cc(NC(=O)c2cncc(Br)c2)ccc1NC(=O)c1cc2ccccc2o1 | 7 | 10 | 3 | 0.88 | 1.4 | -35 | 9 | 12

# Rewritten with two lines to a compound: entries from further up
# Results follow in this order: HKDC1 inhibitor	A3A deaminase	ATG4B inh	mIAP act	hIAP act	hIAP block	PfG6PD inh	mIAP block
> COCC(C)n1c(SCC(=O)NCCC2=CCCCC2)nc2ccccc2c1=O (stereo not given)
    6	0	-2	1	0.89	11	-4	-3
> COc1ccc(-c2c(C(C)=O)c(C)nc3sc4c(c23)NC(c2ccccc2)NC4=O)cc1 (stereo not given)
    -3	-1	0	1	1	0	-4	0
> O=C(COC(=O)c1cccnc1)c1ccc(Cl)c(Cl)c1
    -9	0	-7	0.97	0.94	6	-32	3

# An unsorted share of the library; 2.4% or so of the library scored in one or more.
